GlmU inhibition = inhibition of mycobacterial GlmU enzyme – biochemical, glucosamine-1-phosphate acetyltransferase (AID 1376); inhibition, %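 (tested at 30 µM in the primary screen)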, or IC50 in µM where a hit was titrated; M. tuberculosis GlmU acetyltransferase enzyme assay; higher % means a stronger effect; 220,000 compounds, 0.25% hits; in the data active = inhibition above about 13%;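 note: 0% = complete reaction with vehicle and 100% = reaction without substrate; strong numbers were not always called active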
Mtb RmlCD inh = blocks M. tuberculosis RmlC and RmlD coupled enzymes; RmlC+RmlD coupled enzyme assay, percent inhibition; primary screen in compound mixtures; inhibition, % at 3.6 µM; 160,000 compounds, 0.03% hits; P9WH09+P9WH11; AID 1533; in the data active = inhibition mostly above about 34%, no sharp cut-off; note: some results filed as inactive read as strong as hits
Target sequence (P9WH09 whole entry, looked up): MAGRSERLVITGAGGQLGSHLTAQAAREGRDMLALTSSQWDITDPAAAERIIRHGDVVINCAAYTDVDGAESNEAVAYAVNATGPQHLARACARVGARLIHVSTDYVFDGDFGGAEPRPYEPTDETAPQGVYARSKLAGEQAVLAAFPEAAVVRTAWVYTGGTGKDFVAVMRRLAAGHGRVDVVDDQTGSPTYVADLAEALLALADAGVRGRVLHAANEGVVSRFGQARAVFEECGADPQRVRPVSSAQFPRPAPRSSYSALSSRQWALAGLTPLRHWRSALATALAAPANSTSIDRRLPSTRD
Target sequence (P9WH11 whole entry, looked up): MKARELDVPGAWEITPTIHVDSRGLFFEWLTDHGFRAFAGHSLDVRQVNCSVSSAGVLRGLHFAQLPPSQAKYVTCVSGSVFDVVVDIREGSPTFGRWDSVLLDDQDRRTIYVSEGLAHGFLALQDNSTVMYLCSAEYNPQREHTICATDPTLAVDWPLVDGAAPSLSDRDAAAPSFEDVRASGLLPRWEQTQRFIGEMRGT
Numbers without * were called inactive; . = no result given.

Order of values: Mtb RmlCD inh | GlmU inhibition
COCCOC1CCN(Cc2cn(Cc3ccccc3)nc2-c2cc3ccccc3o2)CC1
    8 | -4.8%
COc1ccc(S(=O)(=O)N2CCC(C(N)=O)(N3CCCCC3)CC2)cc1
    11 | -0.5%
COc1cccc(-n2ccnc2SCC(=O)N2CCCc3ccccc32)c1
    4 | -4.0%
Cc1oc(C(=O)O)cc1CSCc1ccoc1C(=O)O
    13 | 5.3%
CCc1c(C)[nH]c2ccccc2c1=O
    . | -2.7%
O=C(CCCNC(=O)/C(=C/c1ccc(Br)cc1)NC(=O)c1ccccc1)OCc1ccccc1
    8 | -6.1%
CC(C)c1ccc(/C=C/C2=NNC(=O)CC2)cc1
    24 | 9.1%
Cc1cc(NCCO)nc(N2CCOCC2)n1
    . | 0.7%
O=c1c2cc(F)ccc2[nH]c(=S)n1CCCN1CCOCC1
    11 | -0.9%
COc1ccc(OC)c(NC(=O)CN(C)S(=O)(=O)c2ccc(Cl)cc2)c1
    3 | -0.8%
Cc1cc2c(c(=O)n1Cc1cccnc1)C(c1ccc(F)cc1)C(C#N)=C(N)O2 (stereo not given)
    11 | -1.2%
CCC(C)n1c(O)c(/C=N/N2CCOCC2)c(=O)[nH]c1=S (stereo not given)
    15 | 0.9%
Cc1ccc(C(=O)OCC(=O)Nc2ncc(C(F)(F)F)cc2Cl)cc1NC(=O)c1ccco1
    13 | 2.0%
Cc1sc2ncnc(Oc3ccc(-n4ccnc4)cc3)c2c1C
    . | 0.1%
O=C1C=C(Nc2ccc(O)cc2)C(=O)c2ccccc21
    -5 | 1.1%
Cc1ccc2c(c1)NC(=O)C(CC(=O)NCCN(CC(C)C)CC(C)C)O2 (stereo not given)
    7 | 8.1%
COc1ccc(C(CC(=O)NCc2ccccc2)Sc2n[nH]c(-c3ccc(Cl)cc3)n2)cc1 (stereo not given)
    -2 | 2.0%
CC(NC(=O)c1cccc(C(F)(F)F)c1)C(c1ccccc1)N1CCOCC1 (stereo not given)
    4 | 2.8%
O=C1CNC(=S)N1CCOc1ccccc1
    6 | -1.7%
CC1CCN(c2nc3c(c(=O)[nH]c(=O)n3C)n2CCSc2nc3ccccc3o2)CC1
    . | 5.1%
Cn1cc(Br)c(C(=O)N2CCc3ccccc32)n1
    -4 | -0.5%
C=CCn1c(SCC(=O)Nc2ccccc2OC)nnc1-c1ccco1
    . | -0.4%
CN(C(=S)NC(=O)C1(C)CC1(Cl)Cl)c1ccccc1 (stereo not given)
    -1 | .
CC(C(=O)N=Nc1c(O)n(C)c2ccc(Br)cc12)n1cnc2ccccc2c1=O (stereo not given)
    3 | 0.5%
O=C(COC(=O)c1cncc(Br)c1)NCc1ccc(Cl)cc1
    70 | .
C[C@@H](C(=O)Nc1ccc2ccccc2c1)[C@H]1C[C@]1(C)[C@H](NC(=O)OCc1ccccc1)c1ccccc1
    . | -6.8%
O=C(Nc1cc(Br)ccc1O)c1cnn2c(C(F)F)cc(C3CC3)nc12
    -9 | -2.5%
Cc1ncc([N+](=O)[O-])n1Cc1cccc(F)c1
    39 | 0.9%
O=C(CCS(=O)(=O)Cc1ccccc1)N1CCc2ccccc2C1
    . | -4.8%
COCCN(CC(=O)NCC1CCCO1)C(=O)CCC(=O)Nc1cc(C)ccn1 (stereo not given)
    . | 0.6%
Cc1cc(C(F)F)n2nc(C(=O)Nc3cccc(C(F)(F)F)c3)nc2n1
    . | 0.0%
CCOc1cccc(Oc2ccc(C(F)(F)F)cn2)c1
    . | -1.9%
CCOC(=O)C(CSCC(=O)c1ccc(Br)cc1)NC(=O)OC(C)(C)C (stereo not given)
    10 | -5.8%
COC(=O)Cc1c(O)ccn(Cc2ccc3c(c2)OCO3)c1=O
    -11 | -0.2%
C=CCN(CC(=O)Nc1c(C)cccc1CC)C(=O)SCCC
    -12 | 2.5%
CNc1cc(C(F)(F)F)nc(-c2ccccn2)n1
    -3 | 0.2%
CCCOc1ccc(-c2c(C(=O)N/N=C/c3ccccc3)nnn2-c2nonc2N)cc1
    1 | 11%
COc1cc(SC)ccc1C(=O)Nc1ccc(C)cc1
    -3 | 3.5%
CCNc1oc(COc2ccccc2F)nc1C#N
    9 | 3.8%
NC(=O)COc1ccc(Nc2nnc(-c3ccc(O)cc3)c3ccccc23)cc1
    -7 | 5.0%
O=C(NCC(c1ccc(F)cc1)N1CCOCC1)c1cc(F)c(F)c(F)c1F (stereo not given)
    -9 | -0.3%
CC1C(c2ccccc2)N(C)CCC12NC(=O)NC2=O (stereo not given)
    . | 2.6%
CC(=O)/C(N)=N/Nc1cccc(Cl)c1
    -2 | -1.6%
Cc1ccc(CCN2CC(C(=O)NC3CCCC3)CC2=O)cc1 (stereo not given)
    52 | 0.5%
COc1ccc(NC(c2ccccc2F)P(=O)(Oc2ccccc2)Oc2ccccc2)cc1 (stereo not given)
    -3 | -1.9%
CC1=C(C#N)C(c2ccc(O)cc2)C(C#N)=C(C)N1
    . | -3.8%
CCOC(=O)CC1=NN(c2ccccc2)C(=O)C1
    12 | -3.6%
CC(C)=C(NC(=O)c1ccccc1)C(N)=O
    -7 | -0.9%
N#CCSc1nc2ccccc2c(=O)n1CCCC(=O)NCC1CCCO1 (stereo not given)
    -5 | -5.6%
c1ccc(C2CN3CCC2CC3)cc1 (stereo not given)
    -8 | -2.2%
CCOc1cc(C(=O)NC(C)C2CCCO2)cc(OCC)c1OCC (stereo not given)
    8 | 4.8%
CC(OC(=O)c1ccc(S(=O)(=O)NCc2ccco2)cc1)C(=O)Nc1ncc(Cl)cc1Cl (stereo not given)
    -8 | -3.5%
Cc1nn(Cc2ccc(C(=O)n3cccn3)o2)c(C)c1Br
    3 | 0.4%
COc1ccc(-c2c3c(=O)n(C)c(=O)n(C)c3cn2N2CCOCC2)cc1
    4 | -3.6%
NC(=S)n1[nH]c(-c2ccc([N+](=O)[O-])cc2)c(N=Nc2ccccc2[N+](=O)[O-])c1=O
    -9 | -2.2%
CCOC(=O)c1cnc2c(Cl)cccc2c1NCCN1CCOCC1
    7 | 4.7%
CCOc1cc(N2CCOCC2)c(OCC)cc1NC(=O)[C@H](C)N1C(=O)C2CC=CCC2C1=O (stereo not given in full)
    4 | -0.8%
COc1ccc(NC(=O)CSc2nc(C)cs2)cc1
    0 | -0.4%
CCc1nc(NCCCCCO)c2nnn(Cc3ccccc3F)c2n1
    . | 0.4%
CC(CCc1ccco1)NC(=O)Cn1nc(Cc2ccncc2)c2ccccc2c1=O (stereo not given)
    8 | 1.9%

4 entries from above, arranged by number of heavy atoms, rising:
Order of values: Mtb RmlCD inh | GlmU inhibition
CC(C)=C(NC(=O)c1ccccc1)C(N)=O
    -7 | -0.9%
COc1ccc(NC(=O)CSc2nc(C)cs2)cc1
    0 | -0.4%
CC(CCc1ccco1)NC(=O)Cn1nc(Cc2ccncc2)c2ccccc2c1=O (stereo not given)
    8 | 1.9%
CC(OC(=O)c1ccc(S(=O)(=O)NCc2ccco2)cc1)C(=O)Nc1ncc(Cl)cc1Cl (stereo not given)
    -8 | -3.5%

(further entries)
Order of values: Mtb RmlCD inh | GlmU inhibition
CC1=NN(c2ccccc2)C(=O)/C1=C/C=C/c1ccccc1
    . | 0.9%
O=C1NCCCCC1NC1CC(=O)N(c2ccccc2)C1=O (stereo not given)
    -8 | 0.7%
CN=C1CC(C)(C)CC(=O)/C1=C(/O)CCC(=O)NC
    -7 | -3.0%
CC(C)C[C@H](NC(=O)[C@@H](O)[C@H](N)Cc1ccccc1)C(=O)O
    . | 3.1%
O=C(NCC1CCC(C(=O)O)CC1)c1cccnc1 (stereo not given)
    -7 | 2.1%
CCOC(=O)c1cccc(S(=O)(=O)N(CCO)Cc2cc3cc(OC)c(OC)cc3[nH]c2=O)c1
    . | 11%
CCOC(=O)/C=c1\s/c(=C(\C#N)C(=O)OCC)n(-c2ccccc2)c1=O
    -2 | 3.0%
COc1cc(/C=C(\NC(=O)c2ccccc2)C(=O)Nc2cccc(O)c2)c([N+](=O)[O-])cc1OC
    . | -5.3%
CCOC(=O)C1=NOC(COc2ccccc2C=O)C1 (stereo not given)
    -9 | 7.5%
Cc1cccc(-n2c(=O)c3c(C)c(C)sc3n(CC(N)=O)c2=O)c1
    -7 | 1.2%
CCOC(=O)c1sc(NC(=O)Nc2ccccc2)cc1C
    4 | -5.0%
c1cc(CNc2ccc(N3CCOCC3)cc2)ccn1
    -6 | -4.7%
Cc1cc(C)c(C#N)c(N)n1
    5 | -3.0%
O=c1c2ccccc2nc(-c2ccco2)n1-c1nccs1
    . | 0.0%
COc1ccc(C(=O)C2CCCN(C/C=C/c3ccccc3OC)C2)c(OC)c1 (stereo not given)
    13 | -1.5%
CC(=O)c1ccc(NC(=O)C2C3C=CC(C3=C(c3ccccc3)c3ccccc3)C2C(=O)O)cc1 (stereo not given)
    -12 | 0.8%
Oc1ccc2ccccc2c1CN1CC=C(c2ccccc2)CC1
    8 | 3.1%
c1ccc(C2=NOC(c3nnc(-c4ccccc4)o3)C2)cc1 (stereo not given)
    . | 1.2%
Cc1cc(C)n2nc(S(=O)(=O)N(CC(C)C)CC(C)C)nc2n1
    . | -4.0%
O=C(CSc1nc2ccccc2o1)N1N=C(c2cccs2)CC1c1ccc(F)cc1 (stereo not given)
    1 | 1.3%
CC(=O)Nc1ccc(NC(=O)C2CCC(CNS(=O)(=O)c3cccc4nsnc34)CC2)cc1 (stereo not given)
    2 | -3.8%
CC1CCC(NC(=O)CN2CCC(n3nnc4cc(F)ccc43)CC2)CC1 (stereo not given)
    8 | 6.6%
COc1ccc(C(=O)c2ccc([N+](=O)[O-])cc2Cl)cc1
    10 | 2.4%
NC(=O)NC(=O)COC(=O)CC12CC3CC(CC(C3)C1)C2
    -13 | -3.1%
N#Cc1cn(-c2ccccc2)nc1-c1cc2ccccc2oc1=O
    3 | -6.4%
O=C(Cc1ccccc1)NCC(=O)OCc1ccc([N+](=O)[O-])cc1
    . | -6.6%
CC1(c2ccccc2)NC(=O)N(CC(=O)Nc2cccc(C#N)c2)C1=O (stereo not given)
    . | -4.5%
Cc1c(N=Cc2c(O)n(C)c(=O)c3ccccc23)c(=O)n(-c2ccccc2)n1C
    8 | -2.5%
OCc1nc(CO)n(Cc2ccccc2)n1
    . | 1.7%
Cc1cc(=O)oc(C)c1C(=O)NCC(C)NC(=O)c1c(C)cc(=O)oc1C (stereo not given)
    . | -2.8%

Single records, from the list above. Screens in order: Mtb RmlCD inh	GlmU inhibition
O=C(Cc1ccccc1)NCC(=O)OCc1ccc([N+](=O)[O-])cc1 reads .	-6.6%
O=c1c2ccccc2nc(-c2ccco2)n1-c1nccs1 reads .	0.0%
CCOC(=O)c1sc(NC(=O)Nc2ccccc2)cc1C reads 4	-5.0%
CC1(c2ccccc2)NC(=O)N(CC(=O)Nc2cccc(C#N)c2)C1=O (stereo not given) reads .	-4.5%
Cc1cc(C)c(C#N)c(N)n1 reads 5	-3.0%

Next structures follow:
Order of values: Mtb RmlCD inh | GlmU inhibition
CCOc1cc(S(=O)(=O)N2CCCC2)ccc1Cl
    -6 | -5.2%
Cc1ccc(C(C(=O)NCc2ccco2)N(C(=O)CNC(=O)c2cccs2)c2c(C)cccc2C)cc1 (stereo not given)
    6 | 3.5%
C/C(Sc1nnc(Cc2ccccc2)o1)=C(/O)c1ccccc1
    0 | 12%
Cc1cc(C)c(-c2csc(NC(=O)c3cc([N+](=O)[O-])ccc3N3CCOCC3)n2)c(C)c1
    5 | -1.7%
Nc1ccc(Nc2nc(-c3ccncc3)cs2)cc1
    . | 0.8%
Cn1c(SCc2nc3ccccc3[nH]2)nnc1-c1cccnc1
    -3 | 3.2%
CC(=O)Nc1nc(C)c(S(N)(=O)=O)s1
    10 | .
O=C1CSC(c2cccnc2)N1CCc1ccccn1 (stereo not given)
    -12 | -0.5%
Brc1ccccc1C1=Nn2c(nnc2-c2ccccc2)SC1
    . | -0.7%
O=c1c2cnn(-c3ccccc3)c2nnn1/N=C/c1cccnc1
    -7 | 0.5%
NNC(=O)CN1CCCc2ccccc21
    -10 | -5.0%
CC(CCCC(C)(C)O)CC1C2=C(CCCC2=O)OC2=C1C(=O)CCC2 (stereo not given)
    -10 | 2.5%
O=C(Cn1nnc(-c2ccccc2F)n1)NCCc1ccccc1
    6 | -6.6%
Cc1onc(-c2c(Cl)cccc2Cl)c1C(=O)NCC1CCCO1 (stereo not given)
    -1 | 11%
CCc1ccccc1NC(=S)N(CCN(C)C)Cc1cccs1
    6 | 0.6%
CCn1c(SCC(=O)Nc2ccc(C)cc2)nc2nc3c(cc2c1=O)COC(C)(C)C3
    -7 | -1.7%
CC1=NN(C(C#N)c2c(C)nn(Cc3ccccc3)c2C)C(C)(C)C1 (stereo not given)
    1 | -0.5%
Cc1cc(C)c(-n2c(SCc3nc4ccccc4s3)n[nH]c2=O)c(C)c1
    -8 | -3.5%
CC1CCCCN1CC(=O)Nc1ccc(Oc2ccccc2)cc1 (stereo not given)
    . | -4.0%
O=C(COC(=O)c1ccc2c(=O)n3c(nc2c1)CCC3)Nc1ccc(OC(F)F)cc1
    . | 2.7%
Fc1cccc(NC(=S)N2CCCC2)c1
    -10 | 7.2%
COc1ccc(/C=N/NC(=O)Cn2c(Cc3ccc(OC)c(OC)c3)nc3ccccc32)cc1OC
    19 | 0.6%
COc1ccc(Cc2nnc(N/N=C/c3ccc(N(C)C)cc3)[nH]c2=O)cc1OC
    -5 | 9.5%

Screens: PubChem, several laboratories

The list is partial; count on the stated rates, not on these rows.
